# Screening results (PubChem BioAssay)
# PERK inh: block of dimerizer-induced PERK translation repression, primary screen, PERK inhibitor project, CHO PERK-DD cells, SEAP luminescence, HTS; hit rate 0.17% among 220,000; inhibition, % at 5.6 µM; Eukaryotic translation initiation factor 2-alpha kinase 3 (Homo sapiens), Q9NZJ5; CHO PERK-DD fusion, SEAP luminescence translation reporter; AID 1416, 2008;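 active = inhibition above the mean inhibition of all tested compounds plus 3 SD, set separately per screening campaign, cut at about 2.9% in these data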;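 also: PERK kinase domain activated by AP20187 dimerizer at 100 nM; 0% = DMSO with dimerizer and 100% = rapamycin at 8.4 µM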
# Furin inh: human furin inhibitors, primary screen, biochemical, fluorescence intensity. P09958. purified furin, fluorogenic substrate cleavage. inhibition, % at 30 µM. hit rate 0.061% among 220,000; in the data active = inhibition above about 25%; also: inactives centre near -15
# thrombin 1536: human alpha-thrombin inhibitors, primary screen, counter-screen for coagulation protease inhibitor project, biochemical, 1536-well, fluorogenic AMC substrate; Boc-VPR-AMC fluorogenic substrate cleavage; Prothrombin (Homo sapiens), P00734; hit rate 0.26% among 220,000; AID 1046, 2008; inhibition, % at 5 µM;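 active = inhibition at or above 40%; inactive = inhibition below 40%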;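 also: 0% = enzyme with no compound and 100% = wells without enzyme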
#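 System: Human alpha-thrombin protein | Medium: pH 7.5 Tris (50 mM) with NaCl 150 mM, Tween 20 0.05% | Times: Enzyme reaction carried out at room temperature | Detection: AMC fluorescence, 355/460 nm | Evaluation: Percent inhibition scaled between no-compound controls and no-enzyme blanks | Benchmarks: Enzyme without compound as high, wells lacking enzyme as low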
# p97 inhibitor: inhibitors of human p97 ATPase, primary screen, biochemical; Transitional endoplasmic reticulum ATPase (Homo sapiens), P55072; recombinant p97 ATPase, Kinase-Glo ATP luminescence, 3 h; inhibition, % at 8 µM; hit rate 0.42% among 220,000; AID 1481, 2009; in the data active = inhibition above about 15%;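 also: 0% = DMSO vehicle and 100% = wells lacking enzyme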
# Wee1 stabilizer: Wee1 degradation inhibitors, primary screen, cell-based, HeLa, Wee1K328M-luciferase, luminescence; reporter increase, % at 5 µM; hit rate 1.2% among 220,000; Wee1-like protein kinase (Homo sapiens), P30291; AID 1321, 2008; HeLa Luc-Wee1K328M stability; 100% = proteasome inhibitor MG132 effect;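 active = activation above the mean of all tested compounds plus 3 SD, set per screening run, cut at about 8.8% in these data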;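 also: cells exposed to compound for 20 h before luminescence read; 0% = DMSO alone and 100% = MG132 at 30 µM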
# FXIIa inh: human FXIIa protease inhibitors, primary screen, biochemical, 1536-well. Coagulation factor XII (Homo sapiens), P00748. purified FXIIa, Boc-QGR-AMC fluorogenic substrate, 2 h. inhibition, % at 5 µM. hit rate 0.3% among 220,000. AID 800, 2007; in the data active = inhibition above about 40%;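 also: 0% = enzyme with no compound and 100% = blank without enzyme; many of its hits are not listed in these tables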
# hK5 inh: human KLK5 protease inhibitors, primary screen, biochemical, 1536-well. AID 873, 2007. Kallikrein-5 (Homo sapiens), Q9Y337. hit rate 0.59% among 210,000. recombinant hK5, fluorogenic AMC substrate cleavage. inhibition, % at 5 µM;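 active = inhibition of 40% or more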;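 also: 0% = enzyme controls without compound and 100% = no-enzyme blanks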
# Target sequence (Q9Y337 67-293 limits assumed): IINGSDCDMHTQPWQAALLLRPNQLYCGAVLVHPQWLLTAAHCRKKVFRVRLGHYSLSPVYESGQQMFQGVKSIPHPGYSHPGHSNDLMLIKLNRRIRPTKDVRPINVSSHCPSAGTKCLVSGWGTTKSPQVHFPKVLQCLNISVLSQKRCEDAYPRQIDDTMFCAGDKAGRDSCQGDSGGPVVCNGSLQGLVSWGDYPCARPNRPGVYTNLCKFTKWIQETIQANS
# FXIa inh 1536: human FXIa protease inhibitors, primary screen, biochemical, 1536-well; hit rate 0.14% among 220,000; purified FXIa, Boc-Glu-Ala-Arg-AMC fluorogenic substrate; Coagulation factor XI (Homo sapiens), P03951; AID 798, 2007; inhibition, % at 5 µM;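 active = inhibition of at least 40%; inactive = inhibition below 40%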;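 also: fluorescence of freed AMC excited at 355 nm; 0% = enzyme without compound and 100% = no enzyme blank; many of its hits are not listed in these tables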
# Target sequence (P03951 19-387 limits assumed): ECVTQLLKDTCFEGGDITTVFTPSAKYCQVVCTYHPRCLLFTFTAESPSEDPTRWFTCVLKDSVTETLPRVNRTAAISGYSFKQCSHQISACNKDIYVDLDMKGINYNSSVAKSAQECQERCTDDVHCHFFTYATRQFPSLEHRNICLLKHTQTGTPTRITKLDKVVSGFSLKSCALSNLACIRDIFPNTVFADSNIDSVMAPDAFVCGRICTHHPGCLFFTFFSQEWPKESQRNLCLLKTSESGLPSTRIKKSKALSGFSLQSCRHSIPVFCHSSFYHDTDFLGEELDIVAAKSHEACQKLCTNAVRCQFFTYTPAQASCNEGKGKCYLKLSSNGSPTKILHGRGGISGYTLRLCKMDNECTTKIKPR
# Target sequence (P03951 388-625 limits assumed): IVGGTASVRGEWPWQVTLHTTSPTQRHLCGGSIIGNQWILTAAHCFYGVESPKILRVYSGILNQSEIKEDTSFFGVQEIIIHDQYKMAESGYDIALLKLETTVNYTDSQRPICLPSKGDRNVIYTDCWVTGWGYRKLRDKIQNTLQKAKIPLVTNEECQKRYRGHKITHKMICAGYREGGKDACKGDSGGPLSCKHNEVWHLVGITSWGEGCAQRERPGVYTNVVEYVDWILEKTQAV
# KCC2 mod: KCC2 cotransporter modulators, thallium flux, primary screen, cell-based, HEK293 KCC2, FluoZin-2 fluorescence, MLSMR; hit rate 2.2% among 190,000; B-score of Tl+ flux slope (higher = more flux/activation; lower = inhibition) at 10 µM; KCC2 cells, thallium flux FluoZin-2 fluorescence;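 active = thallium flux slope and its plate-corrected score both differing from the plate sample mean at a set confidence after two filtering rounds, in either direction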;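 also: slope of fluorescence scaled to starting intensity during 10 to 20 s after thallium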
# * marks the source's active call; other numbers are inactive results; / = not tested or not shown; [ ] = remark or other dose. Compounds were not picked by outcome; about 4.4% have a hit in one of these screens.
SMILES,PERK inh,Furin inh,thrombin 1536,p97 inhibitor,Wee1 stabilizer,FXIIa inh,hK5 inh,FXIa inh 1536,KCC2 mod
O=C(Oc1ccccc1)c1ccc(NC(=O)c2ccco2)cc1,1.1,-24.5,-0.8,-3.9,-3.6,5.9,-8.3,4.9,0.0939
CCOC(=O)c1sc2nc3c(SCC(=O)O)cc(C(=O)c4cc(F)ccc4O)cn3c(=O)c2c1C,0.9,-10.9,-8.3,5.9,2.6,10.4,-10.8,5.7,-0.0142
Cc1ccccc1C(=O)O/N=C(\N)c1ccncc1,0.4,-23.8,-4.6,-3.0,-0.9,1.2,-18.8,-4.1,-2.04
Cc1cccc2cc(C#N)c(N3CCCC3)nc12,0.3,-15.8,1.9,5.3,-1.0,9.0,-19.6,-1.5,/
COc1ccc(-c2ocnc2C(=O)NCc2nn(-c3ccccc3)nc2C)cc1,0.0,-9.4,-4.5,2.3,3.1,7.7,-3.6,1.8,/
CCCc1nc2c(nnn2Cc2ccccc2)c(=O)[nH]1,0.9,-8.5[20 µM],1.1,1.9,-0.3,2.0,-10.1,-3.0,0.188
CCn1c(C2CC(=O)N(Cc3ccccc3)C2)nc2ccccc21 (stereo not drawn),-0.4,-1.8,0.5,-8.1,4.8,-2.5,-5.8,0.5,-0.658
C/C(=C\c1ccccc1)C(=O)NC1CCSC1=O (stereo not drawn),0.2,-4.9[20 µM],-7.3,4.6,-5.7,7.8,-4.9,0.5,-1.17
CCc1ccc2c(c1)C1(NN=C(c3cccc4ccccc34)S1)C(=O)N2 (stereo not drawn),-0.1,-6.5[20 µM],-0.5,2.1,-0.5,13.0,-81.3,6.6,1.13
CSc1nc(NC(C)=O)nc(C)c1Cl,1.4,-14.3[20 µM],3.2,-1.3,2.0,9.3,-6.0,0.0,1.31
CCCCN1C2=C(C(=O)CC(C)(C)C2)C(c2ccccc2)C2=C1c1ccccc1C2=O (stereo not drawn),0.1,-4.5[20 µM],4.1,-7.0,6.5,9.5,-6.7,1.9,-0.683
Cn1nc(C(F)(F)F)c(C(=O)Nc2cccc(C(F)(F)F)c2)c1SCc1ccc(Cl)cc1,-1.7,-3.2[20 µM],2.6,-4.8,1.3,-0.9,3.1,5.6,-0.483
COc1ccc(Cl)cc1NC(=O)C(C)Sc1nncn1C (stereo not drawn),1.6,-17.3[20 µM],2.9,8.7,1.1,7.0,-9.3,-4.0,1.51
Cn1c(C(=O)N2CCN(Cc3ccccc3)CC2)cc2c(=O)n(C)c3ccccc3c21,-0.7,-22.9,-4.7,-4.9,0.8,13.4,-7.7,1.0,/
CC(=O)c1cnc2n(c1=O)CCS2,0.2,-14.2,-13.6,1.4,2.5,6.6,-3.2,-2.3,1.6
Cn1cccc1/C=N/n1c(-c2ccc(Cl)cc2)n[nH]c1=S,1.0,-3.0[20 µM],0.0,5.4,-0.7,7.5,-16.1,-4.1,/
CCO[C@H]1OC(C(=O)Nc2ccccc2)=C[C@@H](c2ccc(Br)cc2)[C@@H]1CCCO,0.6,-29.9,1.3,6.3,6.4,12.0,3.1,2.1,-0.687
CCn1c(=O)c(C(=O)NNS(=O)(=O)c2ccc(C)cc2)c(O)c2ccccc21,0.9,-20.5,-0.2,5.3,-0.3,12.5,-23.3,2.4,-1.34
O=C(C1CCCN(Cc2ccncc2)C1)N1CCc2ccccc2C1 (stereo not drawn),0.1,-27.5,2.5,3.6,-0.2,19.2,6.3,5.2,/
COc1ccc(SCCC(=O)NCc2ccncc2)cc1,1.8,-12.8,1.3,8.9,0.9,6.5,-0.5,5.7,-0.197
COc1ccc(NC(=O)C2CCCN(S(=O)(=O)c3c(C)[nH]c(=O)[nH]c3=O)C2)cc1 (stereo not drawn),-0.6,-2.7[20 µM],1.3,-5.2,-3.6,11.5,-3.5,-0.6,-0.381
Cc1cc2c(cc1C)NC1(C(=O)Nc3ccccc31)C1=C(CC(C)(C)CC1=O)N2 (stereo not drawn),-0.5,-21.9[20 µM],-2.4,-6.3,1.3,-13.4,2.3,-8.4,-0.499
Cc1nnc(C)n1/N=C/c1ccc(C(C)C)cc1,1.9,-23.1,-3.6,4.5,3.1,-2.5,-1.2,-4.2,2
CCOC(=O)C1(CCOc2ccccc2)CCN(Cc2ccc(C)o2)CC1,0.5,-16.5,1.5,-0.3,-0.7,13.3,-0.4,-0.3,0.00527
CC1CCCCN1C(=O)c1ccc(OC2CCN(S(=O)(=O)N(C)C)CC2)cc1 (stereo not drawn),-0.8,-15.7,2.4,0.2,-2.8,9.4,0.3,-4.4,0.548
COC(=O)c1ccc(COC(=O)c2ccc(N(C)C)cc2)cc1,0.7,-5.6[20 µM],-7.3,-1.0,4.7,-2.8,5.0,-1.4,-0.982
N#C/C(C(=O)N1CCOCC1)=C1/SC(Cc2ccccc2)C(=O)N1c1ccccc1 (stereo not drawn),0.2,-22.5,-3.8,0.5,3.0,3.6,10.3,-5.8,0.0381
Cc1[nH]nc2c1/C(=N\O)CC(C)(C)C2,-1.0,-19.6,-4.1,10.9,3.8,5.3,-8.3,-11.6,0.811
Cc1nc([N+](=O)[O-])c(C(=O)OCc2cccc(Br)c2)n1C,0.3,-5.2,18.8,-0.2,-2.5,11.7,-2.0,0.9,-1.34
Cn1c(Sc2ccccc2Cl)c(C=O)c2ccccc21,1.1,-4.7,-2.8,-6.1,2.5,10.5,2.2,7.3,/
CCCCC(=O)Nc1cccc(NC(=S)NC(=O)C(C)C)c1,0.6,-16.3,-7.0,0.4,0.3,5.1,-5.5,3.6,-0.574
CC(=O)NC(Cc1ccccc1C)C(=O)NC1CCN(C(=O)c2ccc(C)cc2)CC1 (stereo not drawn),-0.4,-12.4,-7.1,-1.4,-1.1,6.2,-0.7,-4.4,0.364
O=C(OCC(=O)N1CCN(C(=O)c2ccco2)CC1)c1cn(-c2ccccc2)nc1-c1ccccc1,-0.6,-17.6,2.5,1.9,-1.7,11.3,-14.2,4.0,-0.29
C=CCn1c(CCCOc2ccc(Cl)cc2Cl)n[nH]c1=S,0.3,-23.6,-2.2,-1.8,-0.3,3.3,0.1,3.6,-2.2
Cc1cccc(NC(=S)Nc2cccc(C(F)(F)F)c2)n1,-0.1,3.3,-4.0,-5.0,3.9,14.7,-10.4,6.3,2.4
O=C(CCC1CCCCC1)Nc1ccccc1C(=O)N1CCOCC1,2.2,-18.7,-0.4,5.6,0.4,6.5,/,-1.4,-0.19
CC(=O)c1sc(NC(=O)COc2ccc(Br)cc2)nc1C,0.5,-13.1,-1.0,0.3,-3.8,7.2,-0.1,-2.6,-0.249
COc1cccc(Oc2nc3ncn(Cc4ccccc4)c3c(=O)n2C)c1,0.2,-20.2[20 µM],-10.2,1.8,-0.1,-9.2,-0.5,-7.1,0.794
CCSc1nnc(NC(=O)c2nc3nc(C)cc(C)n3n2)s1,1.5,-24.6,0.7,1.4,-3.8,14.0,1.7,11.4,-1.71
CC1(C)CC(=O)C(CC2C(=O)CC(C)(C)CC2=O)C(=O)C1,0.5,-15.2,-2.5,6.3,2.9,2.1,-1.2,-1.6,-1.3
Cc1cc(NC(=O)c2ccc3c(c2)C(=O)N(C(C)(C)C)C3=O)no1,2.7,-3.4,-5.2,5.0,2.5,3.9,/,-2.5,0.731
CCc1cccc(NC(=S)N(CCN(C)C)C(C)c2ccncc2)c1 (stereo not drawn),0.2,-24.7,-7.3,-0.6,1.6,11.2,-2.8,-0.5,0.295
Cc1cc(-c2ccc(/C=N/n3cnnc3)o2)ccc1Cl,1.1,-4.0,4.5,0.9,-3.0,14.5,-1.4,5.4,-0.584
CN(C)C(=O)CSc1nnc([C@H](Cc2ccccc2)NC(=O)OC(C)(C)C)o1,-0.2,-24.7,-2.2,2.5,4.2,15.8,3.8,3.5,0.076
O=C(c1ccccc1F)N1CCC(N2CCCCCC2)CC1,-0.7,-19.0[20 µM],1.9,-5.4,3.0,17.7,-5.8,10.3,-0.38
Cc1c(C(=O)Nc2ccc(Oc3ccccc3)cc2)sc2nc3n(c(=O)c12)CCC3,-0.4,-10.0[20 µM],-0.3,1.2,-1.7,12.9,2.1,0.0,-0.226
C[C@@H]1NC(=O)c2cc([N+](=O)[O-])cc(I)c2OCC[C@@H](C(=O)NC(CC(=O)O)C(N)=O)NC(=O)[C@H](CCC(=O)O)NC1=O (stereo partly drawn),0.7,-19.9,-2.4,-4.9,0.1,13.8,-13.0,3.3,0.591
Clc1ccc(SCCn2ccnc2)cc1,0.8,-6.3,1.8,-1.1,0.2,4.7,-24.8,-0.3,0.106
COc1ccccc1NC(=O)N1CCN(c2cc(-c3ccccc3)nc3ncnn23)CC1,-0.5,-18.3,-1.2,-3.0,0.1,6.2,3.2,-3.6,/
CCOC(=O)c1sc(NC(=O)c2cccc(S(=O)(=O)N(CC)CC)c2)cc1C,-0.8,-6.6[20 µM],8.4,1.3,-2.4,29.8,-1.0,18.5,0.0805
N#Cc1cc2ccccc2nc1N,0.4,-28.2,-3.7,-1.6,-1.0,3.5,-0.1,-2.0,0.546
C/C(CCc1ccccc1)=N\NC(=O)C(=O)Nc1cccc(Cl)c1,1.6,-15.9,-9.4,4.8,-3.4,3.8,0.4,-3.1,0.577
Nc1c(-c2ccccc2)cnc2ncnn12,0.3,-16.2[20 µM],-1.1,-7.6,2.5,-2.1,-6.6,-0.6,-0.0434
COc1cc(/C=C/c2nc3ccccc3s2)cc(OC)c1O,-0.3,-2.7,12.7,3.4,-2.4,1.9,-2.2,-1.5,-0.546
CC(=O)Nc1cccc(NC(=O)CS(=O)(=O)c2cn(CC(=O)N3CCOCC3)c3ccccc23)c1,1.6,-17.4,-6.0,2.5,0.3,5.1,-4.8,-7.8,0.495
Cc1csc(SCC(=O)Nc2cc(S(=O)(=O)N3CCCC3)ccc2Cl)n1,0.0,-16.0[20 µM],0.4,3.9,12.6*,10.9,2.8,0.7,0.735
